Assay outcomes: PubChem, National Center for Advancing Translational Sciences (NCATS)
S3 lipid droplet: qHTS Assay for Lipid Storage Modulators in Drosophila S3 Cells; Drosophila S3 cells, BODIPY lipid droplet fluorescence, 18-24 h; cells fed with added oleic acid; Potency in µM for hits, for the others lipid storage change, negative = inhibition, % at the top dose, mostly 46.1 µM; 0.64% of 320,000 active; AID 2685; active means well fitted inhibition curve with a large enough effect in the signal ratio, with a control signal flat, not every such curve was filed as active; inconclusive means small, poorly fitted or top-dose-only effect, or effect the other way, or a change in a side signal; the % refers to the signal ratio
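Drosophila S3 cells loaded with oleic acid (400 uM, as added) and compounds at several concentrations; lipid droplets imaged by 488-nm laser-scanning cytometry, 500–530 nm intensity and object ratio to cell channel. Percent activity normalized to 20 uM Triacsin C.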
S3 lipid droplet cell count max: second read-out of S3 lipid droplet, no call of its own (marks repeat the call); cell number change, %; measured here: cell count max response;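 cells counted by Cell Tracker Red CMTPX staining in the red channel; peak over a dose series mostly up to 46.1 µM; percent activity relative to internal control wells on each plate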
An asterisk follows results filed as active; i = inactive; ? = inconclusive; / = no result given; [ ] = another dose, or the depositor's remark. On the % scale 0 is the no-effect control and ±100 the full control effect; potency means the concentration at half of the fitted maximal effect.

SMILES | S3 lipid droplet | S3 lipid droplet cell count max
CCCc1nnc(NC(=O)CCC(=O)N2CCN(C3c4ccccc4-c4ccccc43)CC2)s1 | ? | /
O=C(CSc1ncnc2c1oc1ccccc12)Nc1nc2ccccc2s1 | ? | /
O=C(NCCCCNC(=O)c1ccc(F)cc1)c1ccc(F)cc1 | 2% | 0
COc1ccc2c(c1)C(C)CC(C)(C)N2C(=O)CSc1ncn[nH]1 (centres undefined) | ? | /
Oc1ccccc1-c1cc(-c2ccccc2Cl)[nH]n1 | ? | /
CCn1c(COc2cccc3cccnc23)nnc1SC(F)F | ? | /
CC(C)[C@H](NC(=O)[C@@H]1CSC2c3ccccc3C(=O)N21)C(=O)NCc1ccco1 (some centres undefined) | ? | /
CCC(=O)Nc1nc(C)c(Oc2ccccc2)c(=O)[nH]1 | -1% | 9
NS(=O)(=O)c1ccc(NC(=O)N2c3ccccc3Sc3ccccc32)cc1 | ? | /
O=C(/C=C/c1cccs1)Nc1nc(-c2ccccc2)cs1 | 24% | /
COc1ccc2c(c1)CC1c3c(cc4c(c3-2)OCO4)CC[N+]1(C)[O-] (centres undefined) | ? | /
CS(=O)(=O)Nc1ccc(C(=O)N2CC(=O)Nc3ccccc32)cc1 | 11% | -10
CSCCC(NC(=O)COc1ccccc1)C(=O)N(C)Cc1ccc(SC)cc1 (centres undefined) | 4% | -5
COc1ccc(-n2c(=S)[nH]c(=O)c3cccnc32)cc1 | 11% | 0
COC(=O)N/N=C(\C)c1cccs1 | -13% | 4

(continued)
SMILES | S3 lipid droplet | S3 lipid droplet cell count max
CCCC(C)C(=O)Nc1ccc2c(c1)OCCO2 (centres undefined) | -21% | 0
C/C(Cc1ccccc1)=N\NC(=O)CNC(=O)c1cccc(Cl)c1 | -4% | -6
CCN1C(=O)c2ccccc2S(=O)(=O)c2ccc(C(=O)NCCOC)cc21 | ? | /
CCC(CC)NC(=O)COC(=O)c1ccc(NS(=O)(=O)c2ccc3c(c2)OCCO3)cc1 | ? | /
CCOC(=O)CNC(=O)N1CCCC(C(=O)c2ccc3c(c2)OCO3)C1 (centres undefined) | 14% | 0
Nc1nonc1-n1nnc(C(=O)N/N=C/c2ccc(OCc3cccc(Cl)c3)cc2)c1CN1CCCCC1 | ? | /
Cc1ccc(S(=O)(=O)N(C)CC(=O)NC2CC(C)(C)NC(C)(C)C2)cc1 | ? | /
COc1ccc(/C=C/C(=O)N2CCN(S(=O)(=O)c3ccccc3)CC2)cc1OC | i[9.22 µM] | /
O=C1CN(C(=O)c2ccc(F)c(S(=O)(=O)N3CCOCC3)c2)c2ccccc2N1 | ? | /
CC(=O)c1cccc(-n2nnnc2SCC(=O)N2CCCC2)c1 | ? | /
COc1cc(C(N)=O)cc(Br)c1OCc1ccccc1 | ? | /
CC1(C)CC(=O)c2c(O)cc(OCc3ccc([N+](=O)[O-])cc3)cc2O1 | i | /
Cc1c(OCc2ccc(C(=O)O)o2)ccc2c3c(c(=O)oc12)CCC3 | ? | /
CCN(CC)S(=O)(=O)c1ccc(NC(=O)CC(NC(C)=O)c2ccccc2)cc1 (centres undefined) | ? | /
O=C(NCc1cccnc1)c1cc(Sc2cccc(Cl)c2)nc2ccccc12 | 1% | -2

Next entries.
SMILES | S3 lipid droplet | S3 lipid droplet cell count max
O=C1OC(N2C(=O)CC[C@H]2C(=O)Nc2cccc(F)c2)c2ccccc21 (some centres undefined) | -23% | 24
Cn1c(NCCCN2CCOCC2)nc2c1c(=O)n(Cc1ccc(Cl)cc1)c(=O)n2C | ? | /
Cn1c(CN2CCN(S(C)(=O)=O)CC2)nc2cc([N+](=O)[O-])ccc21 | i | 24
Cc1noc(NS(=O)(=O)c2ccc(N/C=C\C(=O)c3ccncc3)cc2)c1C | ? | /
O=C(NCc1cccc(Cl)c1)NC(=O)c1csc([N+](=O)[O-])c1 | 5% | 11
COc1cccc(CN2CCCC(CNC(=O)c3ccc(F)cc3)C2)c1OC (centres undefined) | ? | /
CC1(C)CC(CC(=O)O)(c2ccc(Cl)cc2)CCO1 (centres undefined) | ? | /
O=C(O)CCc1nn2c3ccccc3nc2n(Cc2ccccc2)c1=O | 1% | -1
O=C(NC(Cc1ccccc1)C(=O)O)/C(=C/c1cccc(Br)c1)NC(=O)c1ccco1 (centres undefined) | 1.8µM* | /
COc1cccc(CNc2ccc(F)c(Cl)c2)c1OC | -6% | -9
O=C(NCc1ccccc1)C(c1ccccc1)N(C(=O)c1csnn1)C1CC1 (centres undefined) | -16% | 0
COc1cc(C(=O)NCCc2cn3ccc(C)cc3n2)cc(OC)c1OC | ? | /
O=C(CSc1nnc(NC(=O)c2ccc(F)cc2)s1)NCc1ccco1 | -13% | 16
O=C(Cc1ccc(Cl)c(Cl)c1)Nc1cccnc1 | ? | /
O=C(CN1C2CCCC1CC(NC(=O)C1CCCCC1)C2)Nc1ccccc1C(F)(F)F (centres undefined) | i | 22

Carrying on:
SMILES | S3 lipid droplet | S3 lipid droplet cell count max
O=C(c1cc(F)c(F)cc1Cl)N1CCCCC1 | -13% | -4
O=C(c1ccc(Cl)c(Cl)c1)N1CCC(O)(CN2CCOCC2)CC1 | ? | /
Cc1occc1C(=O)NCCCc1ccccc1 | i | 18
CCN(CC)P(=O)(Nc1ccc(Br)cc1)c1c(C)nn(CCC#N)c1NC(=O)c1ccc(Cl)cc1 (centres undefined) | ? | /
Cc1ccccc1CC1(CO)CCCN(C(=O)c2ccc(F)cc2)C1 (centres undefined) | 3% | 7
Cc1nc2ccc(C(=O)N(C)CC3CCCN(CCc4ccc(Cl)cc4)C3)cc2[nH]1 (centres undefined) | 14% | /
CCN1CCc2c(sc(NC(=O)c3cc4ccccc4cc3OC)c2C(N)=O)C1 | -21% | -19
CCOC(=O)c1c(C)[nH]c(C)c1S(=O)(=O)N1CCN(c2ccc([N+](=O)[O-])cc2)CC1 | i | -13
O=C1C2C3C=CC(CC3)C2C(=O)N1c1ccccc1 (centres undefined) | i | 26
O=C(Cn1nnc(-c2ccccc2F)n1)NCc1ccco1 | ? | /
Cc1ccc(S(=O)(=O)N2CCN(C(=O)[C@H](Cc3ccccc3)NC(=O)c3ccco3)CC2)cc1C | ? | /
Cc1csc(SCC(=O)Nc2cc(C(C)(C)C)nn2-c2ccccc2)n1 | 15% | -14
Cc1ccccc1N1Cc2ccccc2C1 | ? | /
CC(=O)c1ccc(N(CC(=O)NC2CCCCC2)C(=O)CNC(=O)c2ccco2)cc1 | ? | /
O=C(Nc1ccccc1N1CCOCC1)C1CCN(S(=O)(=O)c2cccc(C(F)(F)F)c2)CC1 | ? | /

(next part)
SMILES | S3 lipid droplet | S3 lipid droplet cell count max
COc1ccc(CN2CCC(n3nccc3NC(=O)CCOc3ccccc3)CC2)cc1C | 14% | 2
COCCNC(=S)N1CCN(c2cccc(C)c2C)CC1 | 2% | -5
CCCn1nc(C(=O)OCC(=O)c2ccccc2)c2ccccc2c1=O | ? | /
Nc1nc(N2CCOCC2)nc2ccccc12 | ? | /
COc1ccccc1NC(=O)Cn1cc(C#N)c2ccccc21 | ? | /
CCOc1ccc(C(=O)Nc2ccc3c(c2)OCCO3)cc1OC | ? | /
O=C(CSc1nc2ccccc2c(=O)n1-c1ccccc1)c1c[nH]c2ccccc12 | -27% | /
Cc1[nH]c2ccc(C(=O)O)cc2c1C | 5% | 20
C#CCOCCOCCOCCNc1nc(N2CCN(C(=O)[C@H]([C@@H](C)CC)n3cc(CCCCN)nn3)CC2)nc(N2CCN(C(=O)[C@H](CCCCN)n3cc(CC(C)O)nn3)CC2)n1 (some centres undefined) | 3% | -13
Cc1c(NC(=O)c2ccc(CC(C)C)o2)c(=O)n(-c2ccccc2)n1C | -2% | 6
CCCCn1c(NC(C)CC)nc2c1c(=O)[nH]c(=O)n2C (centres undefined) | ? | /
CC1(C)CC(=O)C2=C(C1)N(Cc1cccnc1)C(=O)C2(NC(=O)C1CC1)C(F)(F)F (centres undefined) | ? | /
Cc1cc(C)cc(NC(=O)N2CCCC2C(=O)Nc2ccc(-n3cnnn3)cc2)c1 (centres undefined) | ? | /
Cc1ccc(OCc2cc(C(=O)N3CCN(CC(=O)NC(C)C)CC3)no2)cn1 | ? | /
CCS(=O)(=O)Nc1ccc2c(c1)OCO2 | ? | /

Remaining list, next part
SMILES | S3 lipid droplet | S3 lipid droplet cell count max
CN(C)CCNc1nc2c(c(=O)[nH]c(=O)n2C)n1CCOc1ccccc1 | 10% | 9
Cc1ccc(OCCC(=O)OC(C)C(=O)Nc2c(C)n(C)n(-c3ccccc3)c2=O)cc1 (centres undefined) | 18%[0.0737 µM] | -13
Cc1ccc(NCc2ccc(Cl)nc2)c(NCc2ccc(Cl)nc2)c1 | ? | /
O=C(NCc1nnc(SCC(=O)N2CCc3ccccc32)o1)c1cccs1 | 2% | -1
Cc1onc(C(=O)Nc2sc3c(c2C#N)CCCC3)c1[N+](=O)[O-] | 2% | -1
Cc1cccc(C(=O)N/N=C/c2cc(Br)c(Br)o2)c1 | ? | /
CSc1ccc(-c2nc(CSCC(=O)NC3CC3)c(C)o2)cc1 | ? | /
COc1ccc(F)cc1CN1CCN(C(=O)CCC(=O)Nc2nnc(C(C)C)s2)CC1 | ? | /
O=C(N/N=C/c1cccc([N+](=O)[O-])c1)C1COc2ccccc2O1 (centres undefined) | -3% | /
COC(=O)c1ccc(NC(=O)C2C3CCC(C3)C2C(=O)O)cc1 (centres undefined) | -5% | 6
O=C(Nc1cccc2nsnc12)c1ccc(-c2cccc(Cl)c2)o1 | ? | /
Cc1cccc(N=Nc2c(N)n[nH]c2-c2ccc(Cl)cc2)c1 | ? | /
Cc1nn(-c2ccccc2)c2sc(-c3nnc(SCC(=O)O)o3)cc12 | ? | /
O=C(NCc1ccco1)c1ccccc1NS(=O)(=O)c1ccc2c(c1)OCCO2 | ? | /
O=C(Nc1c(F)cc(F)cc1Br)c1cc(S(=O)(=O)N2CCN(c3ccccn3)CC2)ccc1F | ? | /

In a second layout: entries from further up
Cc1cccc(N=Nc2c(N)n[nH]c2-c2ccc(Cl)cc2)c1
  S3 lipid droplet = ?	S3 lipid droplet cell count max = /
Cc1nn(-c2ccccc2)c2sc(-c3nnc(SCC(=O)O)o3)cc12
  S3 lipid droplet = ?	S3 lipid droplet cell count max = /
O=C(NCc1ccco1)c1ccccc1NS(=O)(=O)c1ccc2c(c1)OCCO2
  S3 lipid droplet = ?	S3 lipid droplet cell count max = /
O=C(Nc1c(F)cc(F)cc1Br)c1cc(S(=O)(=O)N2CCN(c3ccccn3)CC2)ccc1F
  S3 lipid droplet = ?	S3 lipid droplet cell count max = /

More results:
SMILES | S3 lipid droplet | S3 lipid droplet cell count max
CC1Cc2ccccc2N1C(=O)CSc1ncc(-c2ccc(F)cc2)n1C (centres undefined) | ? | /
CCC(C(=O)NC1CCCC1)N(C(=O)Cn1nnc(-c2cccs2)n1)c1cnc2ccccc2c1 (centres undefined) | ? | /
CC1(C(=O)O)CCC(C(=O)NC2CCCCCC2)C1(C)C (centres undefined) | ? | /
CCN(CC)CCCNC(=O)C1c2ccccc2C(=O)N(C)C1c1ccc(OC)cc1 (centres undefined) | -2% | -4
CCCCn1c(SCC(=O)NC(=O)Cc2ccccc2)nc2ccccc2c1=O | ? | /
Cc1cc(C)nc(NS(=O)(=O)c2ccc(NC(=O)c3cccs3)cc2)n1 | ? | /
Cc1cccc(CSc2ncnc3nc[nH]c23)c1 | ? | /
Cc1cc(C)n(-c2cc(C(=O)O)cc(C(=O)O)c2)n1 | ? | /
O=C(Nc1ccccc1Oc1cccnc1)C1CCCN(C/C=C/c2ccccc2)C1 (centres undefined) | i | 7
CCN(CC(=O)NC1CCS(=O)(=O)C1)C(=O)c1ccc(OC)c([N+](=O)[O-])c1 (centres undefined) | ? | /
NC1=NC(=O)/C(=C/c2c(OS(=O)(=O)c3ccc(Cl)cc3)ccc3ccccc23)S1 | ? | /
COc1ccccc1Nc1nc(-c2ccccc2)nc2ccccc12 | ? | /
O=C(NCc1cccc(Cl)c1)c1cccc(OC2CCN(C(=O)C3CC3)CC2)c1 | ? | /
CCc1ccc([C@@H]2CC=C(C(=O)O)[C@H](c3ccccc3F)N2S(=O)(=O)c2ccc(C)cc2)cc1 | ? | /
Cc1csc(NC(=O)CN(C)S(=O)(=O)c2cccc3cccnc23)n1 | ? | /

Carrying on.
SMILES | S3 lipid droplet | S3 lipid droplet cell count max
CCn1nnnc1NCc1c(OC)ccc2ccccc12 | ? | /
OC(COc1ccccc1)Cn1cc(Br)cn1 (centres undefined) | -5% | -2
CCC(C)(C)NC(=O)C(c1ccc(O)cc1)N(C(=O)Cn1nnc2ccccc21)c1ccc(NC(C)=O)cc1 (centres undefined) | ? | /
COc1cccc(NC(=O)C(NCC(C)(C)CN(C)C)c2ccccc2)c1 (centres undefined) | ? | /
COc1cccc(CNC(=O)CSCC(=O)Nc2ccc(C)cc2)c1 | 2% | -3
CCOC(=O)c1cnc2ccc(C)cn2c1=O | 10% | -10
O=C1CN=C(Nc2ccccc2Cl)N1Cc1ccc2c(c1)OCO2 | 0% | 2
CC(=O)N(Cc1ccc(F)cc1)Cc1nc2ccccc2c(=O)[nH]1 | 12% | 18
O=C(Nc1cccc(S(=O)(=O)N2CCCCC2)c1)C1CCC1 | ? | /

Exported with values under each structure: entries from further up.
The line under a structure holds: S3 lipid droplet, S3 lipid droplet cell count max
> COc1cccc(NC(=O)C(NCC(C)(C)CN(C)C)c2ccccc2)c1 (centres undefined)
  ?, /
> COc1cccc(CNC(=O)CSCC(=O)Nc2ccc(C)cc2)c1
  2%, -3
> CCOC(=O)c1cnc2ccc(C)cn2c1=O
  10%, -10
> O=C1CN=C(Nc2ccccc2Cl)N1Cc1ccc2c(c1)OCO2
  0%, 2
> CC(=O)N(Cc1ccc(F)cc1)Cc1nc2ccccc2c(=O)[nH]1
  12%, 18

An excerpt; rates above refer to the full screens.
